SSB-PriA inh: K. pneumoniae PriA-SSBct interaction inhibition; AlphaScreen SSBct-PriA binding, biotinylated peptide; inhibition, % at 33 µM; 430,000 compounds, 0.6% hits; in the data active means inhibition mostly above about 37%, no sharp cut-off; inactive means mostly below about 20%;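 further: plate controls were negative control peptide for no effect and reference peptide for full effect; strong numbers were not always called active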
* hit, by the source's call; i = inactive; & = joins results of further samples. Some of the compounds tested; the hit share may differ from the screen's.

molecule | SSB-PriA inh
CCOC(=O)C1CCN(C(=O)Cc2cc(-c3ccc(Cl)cc3)on2)CC1 | 2.0
O=C(C1CCCCN1S(=O)(=O)c1ccc(Cl)s1)N1CCCCC1 (stereo unspecified) | 1.0
CCn1c(C)cc(O)c(C(c2ccccc2F)N2CCN(C)CC2)c1=O (stereo unspecified) | -11.0
CSc1ccccc1C(=O)Nc1nc2ccc(F)cc2s1 | -1.0
CN(C)CCNc1nc2c(Cl)cccc2s1 | 13.0
O=C(Nc1ccc2c(c1)OCO2)Nc1c[nH]c2ccccc12 | 1.0
CN(C)S(=O)(=O)c1ccc(C(=O)NCC(c2cccn2C)N2CCCC2)cc1 (stereo unspecified) | -11.0&3.0
COC(=O)Nc1nc(CC(=O)NCc2cccnc2)cs1 | -3.0
O=C(O)C1CCCN(c2cc(-n3cccn3)ncn2)C1 (stereo unspecified) | -15.0
O=S(=O)(c1ccc2c(c1)OCCO2)N1CC(n2cc(-c3ccccc3)nn2)C1 | -3.0
COc1ccc(C2(CNC(=O)Cc3ccccc3Cl)CCCC2)cc1 | -7.0
COc1ccccc1C=NNC(=O)c1cc2c(ccc3ccccc32)o1 | 0.5
O=C(NCCOc1ccc2nnc(-c3ccccc3)n2n1)c1cccc2ccccc12 | 0.0
Cc1cc(OC2CCN(C(=O)C3(c4ccccc4)CCOCC3)CC2)cc(=O)o1 | 23.0*
CCC(C)c1ccc(Cn2c(CO)nc3ccccc32)cc1 (stereo unspecified) | 1.0
CCC(O)=C1C(=O)CC(c2ccccc2)CC1=NCCc1c(C)[nH]c2ccc(C)cc12 (stereo unspecified) | -2.1
COc1ccc(-c2cc(COC(=O)Cc3ccc(F)cc3)no2)cc1OC | -9.0
COC(=O)C1=C(C)NC(SCC(=O)Nc2cccc(C)c2)=C(C#N)C1c1ccccc1F (stereo unspecified) | 6.0
O=C(COc1ccccc1-c1ccccc1)NN=Cc1cccnc1 | -2.7
CC(=NNC(=O)C1CCCC1)c1ccc(C(C)C)cc1 | -9.3
Cc1nn(CCC(=O)N2CCN(S(=O)(=O)c3ccc(Cl)cc3)CC2)c(C)c1Br | -10.0
CCOc1cc(C=Nn2nnnc2N)ccc1OCc1c(C)no[n+]1[O-] | 1.5
CC(C)(C)C1CCc2c(sc3nc(CCC(=O)NCCc4c[nH]c5ccccc45)[nH]c(=O)c23)C1 (stereo unspecified) | -4.0&-3.0
CCn1c(SCC(=O)NC2CCCCC2)nnc1-c1c[nH]c2ccccc12 | -12.0
Cc1nn(C2CCS(=O)(=O)C2)c2nc(-c3ccccc3)cc(C(=O)NCc3ccccn3)c12 (stereo unspecified) | 20.0
CCCCOc1ccc(NC(=O)NCC(c2ccsc2)N2CCOCC2)cc1 (stereo unspecified) | -7.0
NC(=O)c1ccsc1NC(=O)CCSc1ccc(Cl)cc1 | -12.0
CCCCCC1CC1C(=O)NN=Cc1ccc(N(C)C)cc1 (stereo unspecified) | 18.7
CCc1ccc(N2C(=O)C3N=NN(c4ccc(Br)c(C)c4)C3C2=O)cc1 (stereo unspecified) | -31.0
O=c1c2nc(N3CCOCC3)sc2c(-c2ccco2)nn1Cc1cccc(F)c1 | -2.0
CC(=NNC(=O)c1cccc(NN=C(C)c2ccccc2)c1)c1ccccc1 | 23.3
COc1cc(OC)cc(-c2nnc(NC(=O)c3cc(Cl)ccc3[N+](=O)[O-])o2)c1 | -1.0
CCOC(=O)N1CCc2nc(NC(=O)CCCS(=O)(=O)c3ccc(F)cc3)sc2C1 | 4.0
Cc1ccc(OC2CCN(C(=O)c3sc(-n4cccc4)nc3C)CC2)nn1 | -8.0
N#CC(=NNc1ccccc1F)c1nc(-c2ccccc2)cs1 | -6.0
O=C(COc1ccc(Cl)cc1)NCc1nnc(SCC(=O)Nc2nccs2)o1 | -2.0
CN(C)C(=O)Oc1cc2ccccc2cc1OC(=O)N(C)C | -6.0
Cc1nc(-c2ccc(Cl)cc2)sc1CCNC(=O)CCc1ccccc1 | -18.0
CC(=O)Nc1ccc2c(c1)C(=O)NCCO2 | -1.0
Cc1nnsc1C(=O)N1CCN(CC(O)c2ccco2)CC1 (stereo unspecified) | -15.0

Part of the list above, with each value named:
N#CC(=NNc1ccccc1F)c1nc(-c2ccccc2)cs1
  SSB-PriA inh: -6.0

O=C(COc1ccc(Cl)cc1)NCc1nnc(SCC(=O)Nc2nccs2)o1
  SSB-PriA inh: -2.0

The listing continues:
molecule | SSB-PriA inh
O=C(CCc1csc2nc(-c3ccccc3)cn12)NCc1cccs1 | 14.0
Cc1cc(C)c(S(=O)(=O)NCC2CCN(Cc3ccsc3)CC2)cc1C | -4.0
O=C(CCc1ccccc1)NCc1ccsc1 | 3.0
COc1ccc(NC(=O)c2cc(-c3cc[nH]c3)n[nH]2)c(C)c1 | -17.0
NC(=O)c1c(NC(=O)CSc2ncn[nH]2)sc2c1CCC2 | -4.0
O=c1[nH]c2c(Cl)cccc2c(=O)o1 | -20.0
CCOc1ccc(-n2c(N3CCOCC3)nc3cc(C(=O)NCCc4ccccc4)ccc3c2=O)cc1 | -14.0
Cc1ccc(N2CCC[C@H](C(=O)NCc3ccccc3Cl)C2)nn1 | -12.0
COc1ccccc1CC(=O)NCc1ccnc(-c2ccsc2)c1 | -8.0
CCc1ccc2ncc(C#N)c(Nc3cc(OC)ccc3OC)c2c1 | 1.0&6.0
COc1ccc(F)cc1S(=O)(=O)Nc1ccc2c(c1)N(C(=O)C(C)C)CCC2 | -12.0
O=C(CSc1c[nH]c2ccccc12)Nc1cccc(F)c1 | 2.0
Cc1cccc(CC2SC(=Nc3ccccn3)NC2=O)c1 (stereo unspecified) | -5.1
Clc1ccc(C=NNc2ncnc3nc[nH]c23)cc1 | -14.7
Cc1cc(C)c(S(=O)(=O)N=C2C=C(NS(=O)(=O)c3ccccc3)C(=O)c3ccccc32)c(C)c1 | 12.3
COc1ccc(OCCn2cc(C=NNC(=O)c3ccncc3)c3ccccc32)cc1 | 7.2
O=C(NCC[C@H](O)c1ccsc1)c1cccc2ccccc12 | 0.0
CC(=O)NC[C@@H](c1ccco1)N1CCN(c2ccccc2)CC1 | -5.0
C(CCc1ccccc1)=Nn1cnnc1 | -1.3
O=C(CCc1ccccc1)NC(=S)N1CCOCC1 | -4.0

Compounds shown so far that contain an aryl thioether with sulfur outside any ring:
molecule | SSB-PriA inh
CSc1ccccc1C(=O)Nc1nc2ccc(F)cc2s1 | -1.0
CCn1c(SCC(=O)NC2CCCCC2)nnc1-c1c[nH]c2ccccc12 | -12.0
NC(=O)c1ccsc1NC(=O)CCSc1ccc(Cl)cc1 | -12.0
O=C(COc1ccc(Cl)cc1)NCc1nnc(SCC(=O)Nc2nccs2)o1 | -2.0
NC(=O)c1c(NC(=O)CSc2ncn[nH]2)sc2c1CCC2 | -4.0
O=C(CSc1c[nH]c2ccccc12)Nc1cccc(F)c1 | 2.0

Next section
molecule | SSB-PriA inh
CCOc1cc(C(=O)NCC(C)(O)c2cccs2)cc(OCC)c1OCC (stereo unspecified) | -5.0
CSc1ccc(C2C3C(=O)N(c4ccccc4)C(=O)C3ON2c2ccc(Cl)cc2)cc1 (stereo unspecified) | -18.0
Cc1cc(NC(=O)c2ccc(F)cc2)on1 | -25.0&-6.0
Cc1ccc(S(=O)(=O)N2CCCC(c3nnc(-c4ccc5c(c4)OCO5)o3)C2)c(C)c1 (stereo unspecified) | 1.0
Cc1cc(C)n(-c2nc(CCNC(=O)c3ccc(=O)[nH]c3)cs2)n1 | -15.0
COc1cc(C2C(=C(O)c3ccc4c(c3)CC(C)O4)C(=O)C(=O)N2Cc2ccco2)ccc1O (stereo unspecified) | 1.1
COc1cc(C=NN=C2CC3CCC2(C)C3(C)C)ccc1O (stereo unspecified) | -28.5
O=C(O)c1c[nH]c2c(Cl)cccc2c1=O | -15.0
O=C(NCCn1nc(-c2cccs2)cc1C1CC1)c1ccsc1 | 6.0
Cc1cc(NC(=O)C(=O)NCCC2=CCCCC2)c2ccccc2n1 | 1.0
CSc1ccc([C@@H](O)CNC(=O)NCc2ccc(F)cc2)cc1 | -6.0
CC(=O)OC(COS(C)(=O)=O)C1OC2OC(C)(C)OC2C1OC(C)=O (stereo unspecified) | 0.0
COc1cc(Cl)cc(C=NNC(N)=O)c1O | -1.7
COc1cccc2cc(C(=O)N3CCS[C@H](c4ccco4)CC3)oc12 | 1.0
O=C(CSc1nccc2ccccc12)Nc1cc(Cl)cc(Cl)c1 | -7.0
COc1ccc(N2CCCS2(=O)=O)cc1NC(=O)c1c(F)cccc1F | -1.0
O=C(NCCc1cccs1)c1coc(NC(=O)C2CC2)n1 | -13.0
O=C(CCCS(=O)(=O)Cc1ccccc1)Nc1ccc(F)cc1 | -10.0
COc1ccc(CCn2c(=O)c3ncccc3n(Cc3cccc(F)c3)c2=O)cc1OC | 2.0
CCOC(=O)CNC(=O)Cn1cc(OC)c(=O)cc1CN1CCN(c2ccccc2)CC1 | 14.0
CC(=NNS(=O)(=O)c1ccc(C)cc1)[C@H]1C[C@@H]1c1ccccc1 | -2.8
COCc1c(Br)c(C)nc(OCC(=O)N/N=C\c2cc(Cl)ccc2O)c1C#N | 11.0
Cc1nc(-n2nc(-c3ccco3)cc2NC(=O)c2cccs2)[nH]c(=O)c1C | -9.0
Cc1nnc(-c2ccccc2)c(=O)n1N=Cc1c(O)ccc2ccccc12 | 11.8
CCOC(=O)Nc1ccc2c(c1)CCCN2C(C)=O | 7.0
CCn1c(O)c(N=NC(=O)CCCCCC(=O)N=Nc2c(O)n(CC)c3ccccc23)c2ccccc21 | -7.0
O=c1c2c(-c3cccs3)csc2ncn1N=Cc1ccc(OC(F)F)cc1 | -22.5
NC(N)=NN=Cc1ccc(Cl)c(Cl)c1 | -0.5
Cc1nc2c(sc3cccc(F)c32)c(=O)n1CC(=O)NCc1ccc(Cl)cc1 | -30.0
CCOc1ccccc1NC(=O)NCC(c1ccsc1)N1CCCC1 (stereo unspecified) | 9.0
Cc1nnsc1C(=O)NCc1ccccc1-c1ccsc1 | 1.0
CCOC(=O)C1=C(C)N=c2sc(=Cc3ccc(OCC(=O)O)c(OC)c3)c(=O)n2C1c1ccc(Cl)cc1 (stereo unspecified) | -2.0
Cc1ccn2c(=O)c(NC(=O)C(C)Oc3ccc(C)c(C)c3)c(C)nc2c1 (stereo unspecified) | 0.0
COc1ccc(OC)c(-c2nnc(NC(=O)c3ccnn3C)o2)c1 | 4.0
Cc1ccccc1CN1C(=O)C(C)SC1=N/N=C/c1ccco1 (stereo unspecified) | i
Cc1ccc(CN2CCN(N=Cc3ccco3)CC2)c(C)c1 | 4.9
CC(C)Oc1ccc(C(=O)N2C3CCCC2COC3)cc1 | -15.0
Nc1nnnn1N=Cc1ccccn1 | 12.7
COc1ccc(CNC(=O)N2CCCCC2)c(OC)c1 | -8.0
COC(=O)c1cc(OC)c(OC)cc1Nc1nc2ccccc2nc1NS(C)(=O)=O | -8.0

Some of these compounds in order of heavy-atom count, falling.
molecule | SSB-PriA inh
O=c1c2c(-c3cccs3)csc2ncn1N=Cc1ccc(OC(F)F)cc1 | -22.5
CCOc1ccccc1NC(=O)NCC(c1ccsc1)N1CCCC1 (stereo unspecified) | 9.0
Nc1nnnn1N=Cc1ccccn1 | 12.7

Next structures
molecule | SSB-PriA inh
O=C(CSCc1ccccc1)NCCCn1ccc2cccnc21 | -19.0
O=C(COc1ccc(Cl)cc1)NCc1ccsc1 | -14.0
Cc1sc(NC(=O)c2ccco2)c(CN2CCC(Cc3ccccc3)CC2)c1C | -5.0
CC(=O)Nc1ccc(S(=O)(=O)N(C)CC(=O)NN=Cc2ccc(C(=O)O)cc2)cc1 | -6.2
O=[N+]([O-])c1cc(-c2ccc(C=Nn3cnnc3)o2)cc([N+](=O)[O-])c1 | 13.7
Cc1ccc(S(=O)(=O)c2nc(/C=C3\SC(=S)N(C)C3=O)oc2N2CCOCC2)cc1 | -2.0
O=C(Cn1c(=O)oc2ccccc21)Nc1cc(-n2cccn2)ncn1 | -2.0
Cc1ccc(C(=O)Nc2nc3c(s2)CCC3C(=O)Nc2ccc(F)c(F)c2)cc1 (stereo unspecified) | -17.0&7.0
CC(=O)N1CCc2ccc(NS(=O)(=O)Cc3ccccc3F)cc2C1 | -14.0&-10.0
COC(=O)c1ccc(/C=N\n2cnnc2)cc1 | -5.0
Cc1oc(-c2cccc(C(F)(F)F)c2)cc1C(=O)Nc1ccc(S(N)(=O)=O)cc1 | -2.0
CSc1ccccc1NC(=O)c1ccc(S(C)(=O)=O)cc1 | 4.0
Cc1ccc(SCCCC(=O)Nc2nc3ccc4sc(C)nc4c3s2)cc1 | -5.0
O=C(NC(c1ccccc1)c1ccccc1)N1CC[C@H](c2ccc3c(c2)OCO3)C1 | 4.0
CN(C)CCCNC(=O)C(=O)Nc1ccccc1F | -2.0
CN(C)C[C@H]1CSCCCN1C(=O)c1ccc(=O)[nH]c1 | -10.0
O=[N+]([O-])c1cccnc1NN=Cc1ccccc1O | -5.9
COc1ccc(C)c2sc(N(CCCN(C)C)C(=O)/C=C/c3ccc([N+](=O)[O-])s3)nc12 | 3.0
CC(C)(Oc1ccc(Cl)cc1)C(=O)NCCNc1ccc(-n2cccc2)nn1 | 18.0
Cc1cc(-c2nnc(NC(=O)c3ccc([N+](=O)[O-])s3)o2)n(C)n1 | -2.0
Cc1noc(C)c1S(=O)(=O)N(Cc1ccco1)Cc1nn(C)c2c1CCC2 | -1.0
CC(=O)Nc1ccc(C=NN2C(=O)NC(C)(c3ccc(OC(F)F)cc3)C2=O)cc1 (stereo unspecified) | -3.4
COc1ccc2c(c1)CCCC2(O)CNS(=O)(=O)c1ccc(-n2cccn2)cc1 (stereo unspecified) | -4.0

Screening data deposited in PubChem by Small Molecule Screening Facility, UW Madison.
